Furin inhibitor: blocks human furin protease activity | P09958 | purified furin, fluorogenic substrate cleavage | inhibition, % at 30 µM | 0.061% of 220,000 active; in the data active = inhibition above about 25%; note: inactives centre near -15
Tb hexokinase: T. brucei hexokinase 1 inhibition | AID 1430 | inhibition, % at 10 µM | recombinant TbHK1, G6PDH-coupled NADH A340 | 0.11% of 220,000 active;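 active = inhibition of 50% or more in the single-dose primary screen; inactive = inhibition below 50%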
Runt-SMMHC FRET: Runt domain-CBFb-SMMHC interaction inhibition. Q01196+Q13951. inhibition, % at 20 µM. 0.74% of 220,000 active. Cerulean-Runt/Venus-CBFb-SMMHC FRET ratio 530/480, 1 h;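 active = mean inhibition across duplicate retests at 20 µM reaching about 50%, limit read from the data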;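 note: 0% = DMSO wells and 100% = wells with excess untagged CBFb-SMMHC; inhibitors lower the FRET ratio by blocking Runt binding to CBFb-SMMHC; some results filed as inactive read as strong as hits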
Calpain2 inh: calpain II (pig) inhibition; purified calpain II, fluorogenic peptide substrate, 30 min; AID 1236; inhibition, % at 16 µM; 0.37% of 220,000 active;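 active = inhibition above about 50%, limit read from the data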
Runt-CBFb FRET: inhibitors of human RUNX1 Runt domain binding to CBFb; 0.46% of 220,000 active; Cerulean-Runt/Venus-CBFb FRET ratio 530/480, 1 h; inhibition, % at 20 µM;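 active = inhibition over about 50% at 20 µM in the single-dose screen, limit read from the data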;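 note: 0% = DMSO wells and 100% = excess unlabeled CBFb competitor control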
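Reagent – Venus-CBFb binding partner, 100 nM · Assay system – Cerulean-tagged RUNX1 Runt domain (FRET donor) fusion protein · Input – 100 nM per protein · Incubation – two 1 h room-temperature incubations shielded from light · Measured by – FRET fluorescence · Medium – Tris buffer pH 7.5 with salts and BSA · Benchmarks – unlabeled CBFb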
p97 inhibitor: blocks human p97 ATPase activity. P55072. recombinant p97 ATPase, Kinase-Glo ATP luminescence, 3 h. inhibition, % at 8 µM. 0.42% of 220,000 active; in the data active = inhibition above about 15%;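 note: 0% = DMSO vehicle and 100% = wells lacking enzyme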
Target sequence (P55072 whole entry, looked up): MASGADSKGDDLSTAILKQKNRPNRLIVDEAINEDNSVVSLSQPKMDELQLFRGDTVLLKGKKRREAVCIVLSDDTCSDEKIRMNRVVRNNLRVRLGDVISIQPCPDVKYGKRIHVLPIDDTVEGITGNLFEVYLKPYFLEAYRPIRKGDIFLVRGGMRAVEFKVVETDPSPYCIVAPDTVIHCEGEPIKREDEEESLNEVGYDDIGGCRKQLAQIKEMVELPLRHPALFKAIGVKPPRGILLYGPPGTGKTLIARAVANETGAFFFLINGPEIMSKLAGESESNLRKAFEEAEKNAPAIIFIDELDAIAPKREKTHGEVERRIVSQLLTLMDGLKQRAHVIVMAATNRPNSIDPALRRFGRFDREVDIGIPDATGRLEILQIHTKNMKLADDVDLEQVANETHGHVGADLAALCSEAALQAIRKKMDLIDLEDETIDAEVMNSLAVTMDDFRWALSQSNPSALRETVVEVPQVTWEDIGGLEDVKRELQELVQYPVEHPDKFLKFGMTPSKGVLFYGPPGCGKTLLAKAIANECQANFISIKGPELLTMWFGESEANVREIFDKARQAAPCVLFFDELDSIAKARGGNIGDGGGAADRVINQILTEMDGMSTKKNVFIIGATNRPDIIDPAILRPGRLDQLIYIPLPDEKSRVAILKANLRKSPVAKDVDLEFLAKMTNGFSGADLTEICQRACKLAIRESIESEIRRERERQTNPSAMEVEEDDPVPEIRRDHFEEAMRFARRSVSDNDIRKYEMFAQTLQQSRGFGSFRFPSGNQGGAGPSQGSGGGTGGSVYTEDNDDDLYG
NCF1 inh: inhibitors of human p47phox binding. 0.53% of 220,000 active. p47phox/p22phox peptide binding, fluorescence polarization, 2 h. P14598. inhibition, % at 24.7 µM;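 active = inhibition above about 30%, limit read from the data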;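 note: 0% = p47phox with labelled peptide and 100% = labelled peptide alone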
RBBP9 inh: inhibitors of human serine hydrolase RBBP9 | O75884 | recombinant RBBP9, FP-Rh probe fluorescence polarization | inhibition, % at 7.94 µM | 0.2% of 220,000 active | AID 1515;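 active = inhibition above the campaign mean of all tested compounds plus 3 SD, cut at about 14% in these data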;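 note: plate controls were DMSO wells with RBBP9 for no effect and wells lacking RBBP9 protein for full effect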
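system = RBBP9 protein | input = RBBP9 at 2.5 µM in dispensed solution, before mixing | measured by = fluorescence polarization (mP), excitation 525 nm, emission 598 nm | incubation = enzyme-compound preincubation 30 min, then probe labeling 45 min, 25 °C | buffer or medium = Tris-NaCl-Pluronic buffer, pH 8.0 | compound = single dose 7.94 µM | also added = FP-Rh probe, 375 nM dispensing solution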
EBV gp42 inh: blocks Epstein-Barr virus glycoprotein 42 binding | Fluorescence polarization binding assay, mP read-out | inhibition, % (tested at 21.74 µM) | 0.42% of 220,000 active | AID 1085; in the data active = inhibition above about 50%
Target sequence (Q1HVG2 whole entry, looked up): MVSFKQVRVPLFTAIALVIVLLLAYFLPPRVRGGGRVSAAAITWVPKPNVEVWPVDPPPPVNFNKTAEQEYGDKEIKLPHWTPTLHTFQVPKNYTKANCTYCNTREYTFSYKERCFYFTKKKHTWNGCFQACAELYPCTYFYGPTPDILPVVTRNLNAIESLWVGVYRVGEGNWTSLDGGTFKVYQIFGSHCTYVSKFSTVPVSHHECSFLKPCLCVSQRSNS
The depositor's hits bear a star; nt = no result given; [ ] = another dose, or the depositor's remark.

SMILES	Furin inhibitor	Tb hexokinase	Runt-SMMHC FRET	Calpain2 inh	Runt-CBFb FRET	p97 inhibitor	NCF1 inh	RBBP9 inh	EBV gp42 inh
COc1ccc2cc(C(=O)N3CCCCCC3)sc(=O)c2c1OC	-12	-7	2	60*	0	-2	-8	-7	-17
CO/N=C(/CNC(=O)c1cccc(Cl)c1)c1ccc(Cl)cc1	-11[20 µM]	4	-4	-3	nt	4	-13	-8	-7
COc1ccc(/C=N/NC(=O)c2cccc(NC(=O)c3ccccc3Cl)c2)c(OC)c1	-24	-18	3	-92	nt	7	-6	-3	-8
O=S(=O)(Nc1ccccc1N1CCCCC1)c1ccc(F)cc1	-8	-2	-7	23	1	2	-20	6	-6
CCOC(=O)N1CCc2c(sc(NC(=O)c3ccc(Cl)s3)c2C(N)=O)C1	-22	4	1	-127	-6	10	-34	-1	-11
CC1CN(C(=S)NC(=O)c2ccc([N+](=O)[O-])cc2)CC(C)O1 (stereo not given)	-9[20 µM]	-15	-3	29	-3	2	-1	-12	0
COC(=O)C(NC(C)=O)(Nc1nc(C)cs1)C(F)(F)F (stereo not given)	-16[20 µM]	-9	-2	0	4	-2	-3	-13	2
c1cnc(N2CCN(c3nc4ccccc4n4cnnc34)CC2)nc1	-10	-33	32	-5	-1	0	-8	-5	-1
CC(C)(C)NC(=S)NC(=O)C12CCC3CC(CC(C3)C1)C2	-19	-3	2	8	4	3	-5	0	-14
Cc1c(-c2cccs2)[n+](=O)c2c(n1[O-])CCCCC2	-20	-16	3	-3	-1	-2	-9	-1	-22
Cc1sc2ncn3cnnc3c2c1C	-7	3	-5	11	-1	4	-1	-6	-17
Cc1cccc2[nH]c3c(N4CCN(C(=O)c5ccco5)CC4)ncnc3c12	-12[20 µM]	-20	-2	-214	-4	2	-6	-2	-6
O=C(CCSc1ccccc1)NCC1CCCO1 (stereo not given)	-14[20 µM]	1	-2	-16	0	3	1	-6	-16
COc1ccc(S(=O)(=O)N(CCc2ccccc2)CC(=O)O)cc1Cl	-4[20 µM]	25	-4	4	-6	2	-7	-3	-8
CCn1cc(CN2CCCC(C(=O)c3ccc(-c4ccccc4)cc3)C2)cn1 (stereo not given)	-14	-1	-5	-1	-1	-3	-26	-2	-2
Cc1cc(OCCOCCNC(C)C)cc(C)c1Cl	-7[20 µM]	5	-3	-46	2	-2	0	-5	-17
CC1CCCCC1NC(=O)COC(=O)c1cc(=O)c2ccccc2o1 (stereo not given)	-28	-3	0	8	-1	8	2	-12	-17
CC(C)(C)OC(=O)N[C@@H](CC(=O)OCc1ccccc1)C(=O)O	-21	-1	0	-18	-1	4	-7	3	-4
CC1(C)Cc2nc(-c3ccccc3)n3cnnc3c2CO1	-19	-3	0	12	0	5	-1	6	0
CCOc1cc(N2CCOCC2)c(OCC)cc1NC1=NCCCCC1	-22	-5	-4	-2	-1	1	60*	-3	-17

Shown field by field: 4 of the compounds above
compound: Cc1sc2ncn3cnnc3c2c1C
- Furin inhibitor: -7
- Tb hexokinase: 3
- Runt-SMMHC FRET: -5
- Calpain2 inh: 11
- Runt-CBFb FRET: -1
- p97 inhibitor: 4
- NCF1 inh: -1
- RBBP9 inh: -6
- EBV gp42 inh: -17

compound: Cc1cccc2[nH]c3c(N4CCN(C(=O)c5ccco5)CC4)ncnc3c12
- Furin inhibitor: -12[20 µM]
- Tb hexokinase: -20
- Runt-SMMHC FRET: -2
- Calpain2 inh: -214
- Runt-CBFb FRET: -4
- p97 inhibitor: 2
- NCF1 inh: -6
- RBBP9 inh: -2
- EBV gp42 inh: -6

compound: O=C(CCSc1ccccc1)NCC1CCCO1 (stereo not given)
- Furin inhibitor: -14[20 µM]
- Tb hexokinase: 1
- Runt-SMMHC FRET: -2
- Calpain2 inh: -16
- Runt-CBFb FRET: 0
- p97 inhibitor: 3
- NCF1 inh: 1
- RBBP9 inh: -6
- EBV gp42 inh: -16

compound: COc1ccc(S(=O)(=O)N(CCc2ccccc2)CC(=O)O)cc1Cl
- Furin inhibitor: -4[20 µM]
- Tb hexokinase: 25
- Runt-SMMHC FRET: -4
- Calpain2 inh: 4
- Runt-CBFb FRET: -6
- p97 inhibitor: 2
- NCF1 inh: -7
- RBBP9 inh: -3
- EBV gp42 inh: -8

The list goes on.
SMILES	Furin inhibitor	Tb hexokinase	Runt-SMMHC FRET	Calpain2 inh	Runt-CBFb FRET	p97 inhibitor	NCF1 inh	RBBP9 inh	EBV gp42 inh
O=C(CSc1ccc2c(c1)OCCO2)Nc1ncc(Cl)cc1Cl	-13[20 µM]	2	-2	-13	1	2	-9	-8	-3
CCC(C(=O)N1CCN(c2ncccn2)CC1)c1ccccc1 (stereo not given)	-29	3	0	-9	0	-1	2	-2	2
CCc1cccc(CC)c1NC(=S)NCc1nc2ccccc2[nH]1	-19	-4	3	0	1	1	-6	-11	-1
COc1cc(Cl)c(C)cc1NC(=O)CCCN1C(=O)CCC1=O	-11[20 µM]	-5	-1	-24	2	-3	-7	-3	-20
Cc1occc1C(=O)NCCCc1ccccc1	0	10	1	-15	0	-7	-9	-6	-11
C=CCNC(=S)N/N=C/c1ccc(N(CC)Cc2ccccc2)cc1	-25	-4	23	-34	5	2	-8	-4	-11
Cn1c(=O)c2cc(S(=O)(=O)NCCC(=O)N3CC=C(c4ccccc4)CC3)ccc2n(C)c1=O	-15	17	0	7	0	0	0	-11	-10
CCOC(=O)C1=C(N)N(c2ccc(N3CCCCC3)cc2)C(=O)C1	-16	-1	1	-11	0	-4	-7	0	-29
Clc1ccc(Cl)c2sc(N3CCCC3)nc12	-18	4	2	-29	-3	2	-8	-4	2
CC1CC(C)(C)NCc2ccccc21 (stereo not given)	-26	8	1	3	1	-1	6	1	-8
COc1cccc(N2CCN(CC(=O)Nc3nnc(-c4ccccc4)s3)CC2)c1	-22[20 µM]	-10	-9	-61	-3	-5	-21	-8	-8
COc1ccc(C2C(C#N)=C(N)N(c3cccnc3)C3=C2C(=O)CCC3)cc1Cn1cc([N+](=O)[O-])cn1 (stereo not given)	2[20 µM]	-9	-6	-30	0	6	-48	-5	-1
Cc1nn(CC(=O)Nc2ccccc2)c(=O)c2ccccc12	-10[20 µM]	5	-4	-15	-1	4	1	2	-1
Cn1c(=O)[nH]c(=O)c2c1nc(N1CCNCC1)n2Cc1cccc2ccccc12	-7[20 µM]	4	-2	8	8	-5	-1	-7	-21
CCOC(=O)CNC(=O)CSc1nc2sc(C)c(C)c2c(=O)n1C	-8	-14	0	-13	-1	0	-12	-4	4
O=C(CN1C(=O)c2ccccc2S1(=O)=O)NC1CC2CCC1C2 (stereo not given)	-6	2	0	-14	2	2	-8	7	-4
Cc1cc(C)n(CCO)c(=O)n1	-17	3	0	-8	0	3	-12	-10	-20
NC(=S)N/N=C1\CC(n2nnn(-c3cccc(Cl)c3)c2=S)C2COC1O2 (stereo not given)	-6	3	3	12	1	0	2	-5	9
CC1=NN(C(=O)c2ccc(Cn3nc(C)c([N+](=O)[O-])c3C)o2)C(O)(C(F)(F)F)C1 (stereo not given)	-24	-6	1	0	-3	3	-6	-1	-19
COc1ccc(CC(C#N)(CO)c2nc3ccccc3[nH]2)cc1 (stereo not given)	-15	-9	2	5	2	6	2	-2	-18
C=CCN1C(=O)NC2(CCCCC2)C1=O	-28	-3	2	13	2	3	-1	-6	-25
COc1ccc(-c2cc3ccccc3n2CC(O)CNCCO)cc1 (stereo not given)	-12[20 µM]	1	-21	-55	-15	1	-16	-3	-24
C=CCOc1ccccc1CN1CCSCC1	-31	2	-4	-10	-2	0	-1	0	-9
Cc1ccc(C2=NN=C(NC(=O)CSc3nnc4c5ccccc5n(C)c4n3)SC2)cc1	2	-18	-23	-95	-15	-6	14	-12	2
Nc1ccccc1Oc1c(F)c(F)c(Oc2ccccc2N)c(F)c1F	0	10	2	35	1	-9	-3	-12	1
C=CCOc1ccc(CN(C)Cc2nc3cc(C(F)(F)F)ccc3c(=O)[nH]2)cc1	-13	2	1	26	-5	-6	-5	6	-6
CCN(CC)C(=O)Oc1ccc(Br)cc1C(=O)Nc1ccc(F)c(Cl)c1	-13	-5	-1	9	1	3	0	-2	-11
COc1ccc(S(N)(=O)=O)cc1C(=O)NCCCN1CCN(c2cccc(Cl)c2)CC1	-18[20 µM]	-1	-4	-25	-3	0	-1	-13	3
COc1cccc(C(=O)C2=NN(C(C)=O)CC2c2ccco2)c1 (stereo not given)	-19	-13	2	18	nt	1	-13	4	-16
CCOC(=O)C1=NN(C(C)=O)C2C(=O)N(CC)C(=O)C12 (stereo not given)	-18	-6	2	-19	0	2	-13	-5	-12
CCCC(=O)Nc1ccc2c(c1)nc1n2CCSC1	-7	-4	-1	-55	3	2	-9	3	-14
COc1cc(NC(=S)N2CCCC(C)C2)cc(OC)c1OC (stereo not given)	-41	2	3	-16	12	0	-8	-7	-7
O=C(Cn1cnc2c(nnn2-c2ccccc2)c1=O)NCCc1ccccc1	-25	-2	0	1	2	3	1	-2	-18
CC(=O)Nc1ccc2c(c1)ncn2C1CCCCC1	-16[20 µM]	-2	nt	-2	nt	-4	-22	-12	-20
CCOC(=O)CSc1nc2cccnc2n1-c1ccc(F)cc1	-23[20 µM]	-2	3	-44	-1	3	-17	-5	-12
Cc1ccc(OCC(=O)NCc2cccs2)cc1	-8[20 µM]	-9	-3	-90	0	-4	-12	-14	-11
COc1ccc(-c2nn(-c3ccccc3)cc2/C=N/NC(=O)c2cccc(S(=O)(=O)Nc3ccccc3Cl)c2)cc1	-14	1	-1	-142	-2	3	-10	-60	-20
O=C(CNC(=O)c1ccncc1)N/N=C/c1ccccn1	-14	0	1	22	2	-5	6	-8	4
Cc1ccc(CN2C(=O)/C(=C\c3ccc(C(=O)NCc4cccnc4)cc3)Oc3ccccc32)cc1	-34	-9	-2	-106	0	5	18	-6	-15
CC(=O)N(C)c1ccc(C(O)(C(F)(F)F)C(F)(F)F)cc1	-36	-20	0	-6	nt	1	-10	4	1
CC1(C)Cc2c(c(N3CCCC3)[nH]c(=S)c2C#N)CO1	-23[20 µM]	-4	7	-4	4	3	-7	7	-19
Cc1ccc(S(=O)(=O)N2CCC(C(=O)N[C@@H](C)C(=O)NC3CCCCC3)CC2)cc1	-15	1	0	42	-1	-1	1	-5	4
CC(=O)Nc1cccc(NC(=O)CSc2ncc(-c3ccccc3)[nH]2)c1	-23	-3	-1	-2	0	3	-11	-3	-12
O=C(Nc1ccc2c(c1)CCC2)c1cnn2c1NC(c1ccco1)CC2C(F)(F)F (stereo not given)	-18[20 µM]	-4	0	12	9	-2	-39	0	-15
CCOC(=O)C1CCCN(C(=O)c2ccc(CS(=O)(=O)c3ccc(Br)cc3)o2)C1 (stereo not given)	-7	2	2	-21	-1	-2	-6	2	-2
CCN(CC)S(=O)(=O)c1ccc(NC(=O)C(C)N(c2ccc(OC)cc2)S(C)(=O)=O)cc1 (stereo not given)	-20[20 µM]	-4	-4	-4	2	0	-9	-2	0
CCCS(=O)(=O)N1CCN(S(=O)(=O)c2ccccc2[N+](=O)[O-])CC1	-25	2	-2	12	1	3	10	1	9
COc1ccc(OC(=O)C2CC(=O)N(c3ccc(C)cc3)C2)cc1 (stereo not given)	-27	-10	5	-4	-2	2	-10	-5	-19
CCCC/C(C)=N/NC(=O)C(=O)NCCc1ccccc1	-24[20 µM]	5	5	-13	-1	2	-6	-4	-13
C1=CN2CCC1C(c1ccccc1)C2 (stereo not given)	-12	-4	-11	-43	-1	4	-9	7	1
COc1ccccc1NC(=O)CSc1nnc(Cc2cccn2C)n1-c1ccc(F)cc1	-6	-3	4	-47	0	3	-9	-7	-4
CCC(=O)Nc1cccc(C(=O)Nc2nccs2)c1	-5	5	-1	36	-1	-2	1	4	-10
O=C(O)/C=C/c1ccc2c(-c3ccccc3)onc2c1	-2	-13	24	18	14	-2	1	-2	-6

Compound activity deposited in PubChem BioAssay by several laboratories.
